From PubChem
RNase H inhibition: RNase H inhibition, HIV 1 Gag Pol polyprotein, FRET biochemical assay, screening (AID 372); HIV-1 RT RNase H, FRET RNA/DNA substrate fluorescence; higher % means a stronger effect; inhibition, % at 10 µM, or IC50 in µM where a hit was titrated; 100,000 tested, 0.77% active; in the data active = inhibition above about 50%
Active calls of the source: *; & = joins results of further samples. A portion of the library; the hit share may differ from the screen's.

SMILES	RNase H inhibition
Cn1/c(=N/N=C/c2cccc(C(F)(F)F)c2)sc2ccccc21	8%
CCOC(=O)C1=C(C)N=c2s/c(=C\c3cc(Cl)ccc3O)c(=O)n2C1c1ccc(Cl)cc1 (centres undefined)	17%
O=C(COc1ccccc1)Nc1ccc(N2CCOCC2)cc1	15%
Cc1cc(OCC(=O)Nc2ccc3c(c2)C(=O)c2ccccc2C3=O)ccc1Cl	35%
CCOC(=O)c1c(C)oc2cc(Cl)c(O)c(CN(C)C)c12	7%
Cc1cc(C)cc(-c2nc3cc(N=C/C=C/c4cccc(Br)c4)ccc3o2)c1	18%
Cc1cc(Nc2cccc(Cl)c2)n2c(nc3ccccc32)c1C#N	15%
COc1ccc(C2NC(=O)NC(C)=C2C(=O)Nc2cc(Cl)ccc2C)cc1OC (centres undefined)	0%
N/C(=N\OC(=O)/C=C/c1ccccc1)c1ccc(Br)cc1	9%
COc1ccc(-c2cc(C(=O)Nc3cc(C)ccc3C)c3ccccc3n2)cc1	0%
CCc1nc(C)ccc1OC(=O)C1C2CC3CC(C2)CC1C3 (centres undefined)	4%
Cc1ccc2oc(-c3cc(NC(=O)c4cccc5ccccc45)ccc3O)nc2c1	8%
Cc1cccc(OCC(=O)N/N=C/c2cccnc2)c1	7%
CCN(CC)CCCCCOc1cccc(Cl)c1	0%
O=S(=O)(Cc1ccccc1)CC(O)COc1ccc(Cl)cc1 (centres undefined)	4%
CCC(=O)c1ccc(N2CCOCC2)c(F)c1	20%
O=C(c1ccc(F)cc1)N1CCN=C1c1ccccc1	6%
O=C1OC(c2ccc(Cl)cc2)=C/C1=C\c1cc([N+](=O)[O-])ccc1Cl	44%
O=S(=O)(c1ccccc1)N1CCN(S(=O)(=O)c2ccccc2)C(O)C1O (centres undefined)	9%
COc1cc(OCc2cccc(C(=O)O)c2)ccc1C=C1C(=O)NC(=S)NC1=O	7%
O=C1OC(c2ccc(Cl)cc2)=N/C1=C\c1c2ccccc2cc2ccccc12	18%
COc1ccc2c(c1)OCC/C2=N\OC(=O)c1ccccc1OC	2%
O=C(Nc1ccc2c3c(cccc13)CC2)c1cc2ccccc2o1	16%
CC(=O)c1cnc2cc(-c3ccc(Cl)cc3)nn2c1C	0%
CCOC(=O)C1=CN(c2ccc(OCC)cc2)C=C(C(=O)OCC)C1c1ccc(OC)cc1	9%
CCC12C(=O)C(C)(C(c3ccccc3)=C1c1ccccc1)C1C(=O)N(c3ccc([N+](=O)[O-])cc3)C(=O)C12 (centres undefined)	10%
COc1ccc(/C(N)=N/OC(=O)c2c(OC)cccc2OC)cc1	11%
Cc1cc(C)cc(OCc2nc(-c3cccnc3)no2)c1	0%
COc1ccc(C(=O)NC(=S)Nc2ccc3ccccc3c2)cc1	27%
CNC(=O)N1c2ccccc2CCc2ccccc21	15%
COC(=O)C1=C(C(=O)OC)SC(=C2C(=S)C(C)(C)N(C(=O)C(F)(F)F)c3ccc(C)cc32)S1	8%
c1ccc(CCSc2nc3ccccc3[nH]2)cc1	0%
O=C(Nc1cc(Cl)cc(Cl)c1)c1ccc(CN2CCc3ccccc3C2)cc1	14%
CC(C)CC(=O)N1CCN(Cc2ccncc2)CC1	2%
Cc1[nH]c2ccccc2c1/C=N/NC(=O)c1cc(C2CC2)[nH]n1	4%
COc1ccc(NC(=O)C(=O)NCC(O)c2ccccc2)cc1 (centres undefined)	3%
COc1ccc(-c2cc(C(=O)N/N=C\c3cc(C(C)(C)C)c(O)c(C(C)(C)C)c3)[nH]n2)cc1	18%
CCOC(=O)c1cccc(NC(=O)c2ccc(OC)cc2)c1	1%
Cc1ccc2c(C)nc(NC3=NCC(=O)N3)nc2c1	3%
COc1cc2c(cc1OC)C(C)=NC(C)(C)C2	3%&1%
COc1ccc(O)c(C2NN=C(Cc3ccccc3)S2)c1 (centres undefined)	2%
Cc1cccc(C(=O)Nc2ccc(NC(=O)COc3ccccc3C)cc2)c1	2%
Cc1ccc(Nc2cc(-n3nc(C)cc3C)ncn2)c(C)c1	18%
Cc1ccc(NC(=O)COc2ccccc2)cc1	3%
COc1ccc(C/C(N)=N/OC(=O)c2cccs2)cc1	0%
Cc1[nH]n(-c2ccccc2)c(=O)c1N=Nc1ccc(I)cc1	10%
CCCCN(CCCC)CCCCSc1ccc(O)cc1	3%
Brc1ccc2c(c1)c(-c1ccccc1)nc1nnnn12	0%
Cc1ccc(-c2csc(Nc3cccc(O)c3)n2)c(C)c1	32%
CC(C)(C)C(=O)/C=C(O)\C(O)=C/C(=O)C(C)(C)C	8%
COc1cc(CN2CCN(C(=O)CC(C)C)CC2)cc(OC)c1O	10%
COc1ccc(C(=O)Nc2cccc(-c3nc4ccccc4s3)c2)cc1Br	10%
CCCOc1ccc(C(=O)Nc2nnc(CC)s2)cc1	5%
COc1ccc(-c2cc(C(=O)N3CCCCC3C)c3ccccc3n2)cc1OC (centres undefined)	10%
COc1ccc2c(c1)-c1c(sn(-c3cc(C)cc(C)c3)c1=S)C(C)(C)N2	27%
CCOc1cc(C=C2C(=O)NC(=O)NC2=O)ccc1OCCOCCOc1ccc(C)cc1	10%
COc1cc(/C=C2\SC(c3ccc(C)cc3)=NC2=O)ccc1O	30%
COc1ccccc1-c1c(Cc2ccccc2)nn2c(C(F)(F)F)cc(-c3ccccc3)nc12	14%
COc1cccc(-c2nc3cc(NC(=S)NC(=O)c4ccc([N+](=O)[O-])cc4)ccc3o2)c1	9%
CCOc1cc(/C=C2\SC(=S)NC2=O)cc(Br)c1O	10%

Rewritten field by field: part of the list above.
Molecule: Cc1ccc(-c2csc(Nc3cccc(O)c3)n2)c(C)c1
  RNase H inhibition = 32%

Molecule: CC(C)(C)C(=O)/C=C(O)\C(O)=C/C(=O)C(C)(C)C
  RNase H inhibition = 8%

Molecule: COc1cc(CN2CCN(C(=O)CC(C)C)CC2)cc(OC)c1O
  RNase H inhibition = 10%

Three entries from above, arranged by length of the SMILES, low to high:
SMILES	RNase H inhibition
CCCCN(CCCC)CCCCSc1ccc(O)cc1	3%
COc1ccc(O)c(C2NN=C(Cc3ccccc3)S2)c1 (centres undefined)	2%
Cc1ccc(-c2csc(Nc3cccc(O)c3)n2)c(C)c1	32%

Structures above containing a furan ring, fused or not (two):
SMILES	RNase H inhibition
CCOC(=O)c1c(C)oc2cc(Cl)c(O)c(CN(C)C)c12	7%
O=C(Nc1ccc2c3c(cccc13)CC2)c1cc2ccccc2o1	16%

Going on with the list:
SMILES	RNase H inhibition
COc1cc(/C=N\NC(=O)COc2cccc(Cl)c2)ccc1OC(=O)c1cc(OC)c(OC)c(OC)c1	13%
c1ccc2c(C3=NNC4(CCCCCCC4)S3)cccc2c1	12%
COC(=O)C1=C(O)/C(=C\c2ccc(OC)cc2)N=C1C	0%
Cc1cc(NNC(=O)c2ccccc2O)c2cccc(C)c2n1	11%
Cc1cc(=O)oc2c(I)c(OC(=O)c3ccc(Cl)c([N+](=O)[O-])c3)ccc12	19%
O=C(O)/C(=C/c1c(F)c(F)c(F)c(F)c1F)c1c(F)c(F)c(F)c(F)c1F	1%
Cc1cccc(NC(=O)c2cccc(S(=O)(=O)Nc3ccc(I)cc3)c2)c1	11%
Cc1sc2nc(-c3cc(Cl)ccc3O)[nH]c(=O)c2c1C	8%
NS(=O)(=O)c1ccc(NC(=S)Nc2ccc(F)cc2)cc1	15%
N#C/C(=C(/O)c1ccc([N+](=O)[O-])cc1)c1nc2ccccc2[nH]1	16%
CSc1ccccc1C(=O)O/N=C(\c1ccncc1)c1ccc([N+](=O)[O-])cc1	12%
COc1ccc(/C=C/C(=O)Nc2ccc(C(N)=O)cc2)cc1	10%
CC(=O)NCC1OCCc2ccccc21 (centres undefined)	3%
C/C(=N/Nc1nc(-c2ccccc2)cs1)C(C)(C)C	16%
COC(=O)c1cc(C(=O)N2CCN(c3ccccc3OC)CC2)cc([N+](=O)[O-])c1	31%
Cc1ccc(-c2ccc(/C=N/n3nnnc3N)o2)cc1Cl	18%
CC(C)N(C(=O)CSc1nc2ccccc2s1)c1ccccc1	19%
NC(=O)c1cccc(S(=O)(=O)N2CCOCC2)c1	8%
CC(C)OCCCNC(=O)C(=O)NCc1cccc(CNC(=O)C(=O)NCCCOC(C)C)c1	4%
CCOc1ccc(NC(=O)CN(c2cc(C)cc(C)c2)S(=O)(=O)c2ccccc2)cc1	8%
COc1ccc(-n2c(NN)nc3sc4c(c3c2=O)CCCC4)cc1	0%
COc1cc(C2C(C(=O)OCCc3ccccc3)=C(C)NC3=C2C(=O)CC(C)(C)C3)ccc1OC(C)=O (centres undefined)	3%
Cc1cc2c(c(=O)o1)C(c1sccc1C)C(C#N)=C(N)O2 (centres undefined)	4%
O=S(=O)(c1ccc(Cl)cc1)N1CCN(c2ccccc2)CC1	5%
Cc1sc2nc(SCC(=O)NCCO)[nH]c(=O)c2c1C	2%
C/C(=C\COc1cc(=O)[nH]c2ccccc12)CCC1OC(C)(C)OC1(C)C (centres undefined)	7%
Cc1cc(=O)oc2c1ccc1oc(/C(=N\O)c3ccccc3)c(-c3ccccc3)c12	33%
O=C1NC(=Nc2ccc(F)cc2)S/C1=C\c1ccco1	9%
Cc1cc(C)cc(N=Cc2cccc(OCc3ccccc3)c2)c1	11%
Clc1cccc(N2CCN(Cc3ccc(OCc4ccccc4)cc3)CC2)c1	13%
CCNC(=O)CN(c1ccccc1OCC)S(=O)(=O)c1ccccc1	0%
CC(C)(C)NCCOc1ccc(Cl)cc1Cl	0%
COc1ccc(C(=O)c2cccc([N+](=O)[O-])c2)c2ccccc12	18%
CCCCSC1=C(C#N)C(c2ccccc2[N+](=O)[O-])C(C(C)=O)=C(C)N1 (centres undefined)	3%
COc1ccc(/C=C2/C(=O)NN(c3ccc(Br)cc3)C2=O)cc1OC	0%
Cc1ccc(NC(=O)CN(c2cccc(Br)c2)S(=O)(=O)c2ccccc2)cc1	18%
CCOC(=O)C1=C(C)OC(N)=C(C#N)C1c1cc(C)ccc1C (centres undefined)	0%
Cc1ccc(N2C(=O)CC(NCCc3ccc(Cl)cc3)C2=O)cc1Cl (centres undefined)	0%
Cc1oc(C(C)(C)C)cc1C(=O)Nc1ccc(NC(=O)C(=O)O)cc1	5%
CCOc1ccc(-c2csc(-c3cc4cc(Br)ccc4oc3=O)n2)cc1	4%

Compounds above that contain a COOH group (three):
SMILES	RNase H inhibition
COc1cc(OCc2cccc(C(=O)O)c2)ccc1C=C1C(=O)NC(=S)NC1=O	7%
O=C(O)/C(=C/c1c(F)c(F)c(F)c(F)c1F)c1c(F)c(F)c(F)c(F)c1F	1%
Cc1oc(C(C)(C)C)cc1C(=O)Nc1ccc(NC(=O)C(=O)O)cc1	5%

New compounds follow:
SMILES	RNase H inhibition
Cc1ccccc1C1OC2(C(=O)c3ccccc3C2=O)C2C(=O)N(c3ccccc3)C(=O)C12 (centres undefined)	0%
O=C(NC(=S)Nc1ccc(Cl)c(-c2nc3cc(Cl)ccc3o2)c1)c1cccc(Cl)c1	33%
Cc1cc(C=Nc2ccccc2)c(O)s1	5%
O=C(Nc1ccc(NC(=O)c2ccc([N+](=O)[O-])cc2Cl)cc1)c1ccco1	27%
O=C(Nc1ccccc1-c1ccccc1)c1cc(C(=O)Nc2ccccc2-c2ccccc2)cc(N2C(=O)c3ccccc3C2=O)c1	17%
CCCCN(CCCC)C(=O)/C=C/c1ccccc1Cl	25%
COc1ccc(NC(=O)c2cc3cccc(OC)c3oc2=O)cc1OC	4%
COc1ccc2c(c1)N(C(=O)CN1C(=O)CCC1=O)C(C)(C)c1ssc(=S)c1-2	13%
CCOC(=O)N1CCN(C(=S)Nc2ccc3nc4c5ccccc5c5ccccc5c4nc3c2)CC1	21%
O=C(Nc1ccc(Cl)c(Cl)c1)OCCOc1ccccc1	50%*
COc1ccccc1N=C(NOCc1ccc(Cl)cc1Cl)c1nonc1N	1.7µM*
C/C(=N\NC(=O)c1cccc(I)c1)c1ccc(O)cc1O	20%
COc1cc(/C=C2/SC(=S)N(Cc3ccccc3)C2=O)ccc1OCC#N	12%
COc1ccc(C2C(C(C)=O)=C(O)C(=O)N2CCN(C)C)cc1 (centres undefined)	15%
Fc1ccccc1-c1nc(-c2ccncc2)no1	21%
COC(=O)CN1C(CCN2CCOCC2)=Nc2ccc(Br)cc2C1c1ccccc1 (centres undefined)	36%
O=C(NNC(=O)C1CCCCC1)c1ccccc1Cl	16%
Cc1cc(-n2c(C)cc(C=O)c2C)cc(C)c1Br	10%
Cc1ccc(N2C(=O)NC(=O)/C(=C\c3ccc(-c4ccc(Cl)cc4[N+](=O)[O-])o3)C2=O)cc1C	15%
COc1ccc(C2CC(=O)C3=C(C2)NC(C)=C(C(=O)OCC(C)C)C3c2ccc(OC)c(OC)c2)cc1 (centres undefined)	8%
C=CCn1c(SCC(=O)OCC)nc2sc3c(c2c1=O)CCC3	12%
C=CCOc1c(Cl)cc(/C=C2\C(=O)NC(=S)N(c3ccc(OC)cc3)C2=O)cc1Cl	27%
Clc1ccc(-c2nc(N3CCCC3)c3ccccc3n2)cc1	8%
CC(/C=C/c1ccco1)=N/NC(=O)COc1cccc(Cl)c1	14%
COc1ccc(CNCc2c(F)cccc2F)cc1OC	11%
CCCCOc1cccc(C(=O)Nc2ccc([N+](=O)[O-])cc2OC)c1	6%
CN(C)c1cccc(C(=O)NCCc2ccccc2)c1	1%
COc1ccccc1CN/C(C)=C(\C#N)C(N)=O	11%
CN(C)c1ccc(/C=N/Nc2nnc(-c3ccccc3)c(-c3ccccc3)n2)cc1	22%
O=C(Nc1ccc(-c2nc3ncccc3o2)cc1)c1ccc(-c2cccc([N+](=O)[O-])c2)o1	18%
COC(=O)c1ccccc1NC(=O)CN(c1cccc(Cl)c1)S(C)(=O)=O	36%
S=C(NCCSc1ccccn1)Nc1ccccc1	47%
COC(=O)c1cccc(NC(=O)c2ccccc2OC)c1	0%
Cc1cc(Cl)ccc1OCC(=O)Nc1ccccc1C(N)=O	7%
